USP1 inh: USP1/UAF1 (human) deubiquitinase inhibition | recombinant USP1/UAF1, Ub-Rhodamine cleavage fluorescence | Potency, µM (titrated, usually from 57.1 µM), for the others: at the top dose activity change, negative = inhibition, actives largely listed as inhibitors | actives 0.23% (n = 390,000) | AID 743255; further: potency means the concentration at half of the fitted maximal effect; on the % scale 0 is the no-effect control and ±100 the full control effect; nearly all actives have a fitted effect of over 60% in size; inactives centre near -12
Target sequence (O94782 whole entry, looked up): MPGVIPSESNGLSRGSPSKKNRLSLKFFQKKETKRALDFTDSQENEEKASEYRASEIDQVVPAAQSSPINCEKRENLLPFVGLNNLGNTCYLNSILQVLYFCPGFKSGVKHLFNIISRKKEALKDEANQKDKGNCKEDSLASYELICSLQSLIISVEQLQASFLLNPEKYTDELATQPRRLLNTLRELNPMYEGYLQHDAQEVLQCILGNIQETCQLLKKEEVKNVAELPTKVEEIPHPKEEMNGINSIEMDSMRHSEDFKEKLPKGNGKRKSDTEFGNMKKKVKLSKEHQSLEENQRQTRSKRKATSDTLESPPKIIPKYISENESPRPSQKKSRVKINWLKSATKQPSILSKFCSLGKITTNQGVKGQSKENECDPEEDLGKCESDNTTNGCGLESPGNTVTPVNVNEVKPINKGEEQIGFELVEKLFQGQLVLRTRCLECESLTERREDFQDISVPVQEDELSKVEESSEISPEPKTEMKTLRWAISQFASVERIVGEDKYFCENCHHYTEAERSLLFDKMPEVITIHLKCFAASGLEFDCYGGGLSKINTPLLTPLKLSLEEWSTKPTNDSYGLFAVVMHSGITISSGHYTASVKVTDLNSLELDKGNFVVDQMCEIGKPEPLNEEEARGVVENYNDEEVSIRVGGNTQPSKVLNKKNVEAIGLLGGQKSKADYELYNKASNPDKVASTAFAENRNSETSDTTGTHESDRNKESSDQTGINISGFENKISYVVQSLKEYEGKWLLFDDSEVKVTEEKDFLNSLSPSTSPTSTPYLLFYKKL
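1 nM enzyme complex + cpd, 15 min RT; start with Ub-Rho 150nM final; kinetic fluorescence ex 480/em 540, 6 reads q60 s. Buffer 50mM HEPES pH 7.8, 0.5mM EDTA, 0.1 mg/ml BSA, 1mM TCEP, 0.01% Tween-20.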
Vif-APOBEC3F blk: Vif-A3F binding inhibition. AID 602313. HeLa A3F-eYFP + Vif (tagged APOBEC3F with the HIV-1 protein that degrades it), YFP fluorescence increase. actives 0.2% (n = 390,000). Potency, µM (doses to about 46.1 µM), for the others: at the top dose activity, negative = active; further: potency means the concentration at half of the fitted maximal effect; % of control where 0% means no effect; nearly all actives have a fitted effect of over 65% in size
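HeLa cells stably expressing A3F-eYFP plus Vif, plated and incubated overnight at 37 deg C, then exposed to compounds overnight at 37 deg C. Blocked degradation read as raised yellow fluorescence (Ex 488/Em 500-530).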
RGS4 inh: inhibitors of human regulator of G protein signaling 4 | actives 0.039% (n = 390,000) | Transcreener GDP fluorescence polarization, RGS4-accelerated GTP hydrolysis | P49798 | AID 504845 | Potency, µM (series often up to 114 µM), for the others: top-dose activity change, negative = inhibition, usual class: inhibitors; further: potency means the concentration at half of the fitted maximal effect; on the % scale 0 is the no-effect control and ±100 the full control effect; nearly all actives have a fitted effect of over 75% in size; some results filed as inactive show a strong effect at the top dose
Target sequence (P49798 whole entry, looked up): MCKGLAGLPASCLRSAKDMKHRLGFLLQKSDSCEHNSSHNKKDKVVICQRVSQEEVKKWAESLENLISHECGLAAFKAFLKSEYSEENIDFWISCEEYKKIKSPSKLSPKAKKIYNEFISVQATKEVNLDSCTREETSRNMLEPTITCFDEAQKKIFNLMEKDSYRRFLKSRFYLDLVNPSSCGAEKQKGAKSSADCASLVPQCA
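MLSMR compounds (23 nl, pin-transferred) preincubated 10 min at room temperature with a 500nM (2x) first reagent, then RGS4 at 900nM (2x) plus Transcreener GDP mix added; fluorescence polarization (620/688 nm) read before and after 90 min at 30 °C.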
Glioma ERSR ind: ER stress response induction in glioma | U87-MG GRP78 promoter luciferase reporter, 16 h | actives 0.02% (n = 420,000) | AID 602332 | Potency, µM, without a hit: top-dose activation, actives largely listed as activators; further: potency means the concentration at half of the fitted maximal effect; series mostly up to about 76 µM; % of control where 0% means no effect; nearly all actives have a fitted effect of over 35% in size
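Stably transfected U87-MG glioma cells carrying a GRP78-based luciferase sensor; 16 h compound incubation. Luminescence end-point read 10 min after Bright-Glo addition at room temperature.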
IDH1 R132H inh: blocks human mutant IDH1 R132H enzyme; IDH1-R132H enzyme, NADPH consumption, diaphorase/resazurin fluorescence; AID 602179; Potency, µM (series often up to 76.6 µM), without a hit: top-dose activity change, negative = inhibition, usual class: inhibitors; actives 0.093% (n = 390,000); further: potency means the concentration at half of the fitted maximal effect; on the % scale 0 is the no-effect control and ±100 the full control effect; nearly all actives have a fitted effect of over 65% in size
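IDH1-R132H (0.5 ug/mL dispensed) in pH 7.5 Tris buffer was preincubated 30 min with compound, then given a substrate mix of 0.016 mM NADPH and 2 mM alpha-KG for 80 min at room temperature; remaining NADPH was read by diaphorase/resazurin fluorescence.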
Vif-APOBEC3G blk: inhibitors of Vif-APOBEC3G interaction; HeLa A3G-eYFP + Vif (tagged APOBEC3G with the HIV-1 protein that degrades it), YFP fluorescence, overnight; Potency, µM (top dose mostly 46.1 µM), without a hit: at the highest dose activity, negative = active, usual class: inhibitors; actives 0.076% (n = 410,000); AID 602310;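 further: potency means the concentration at half of the fitted maximal effect; on the % scale 0 is the no-effect control and ±100 the full control effect; nearly all actives have a fitted effect of over 60% in size; hits raise eYFP signal because A3G escapes Vif-driven loss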
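HeLa cells stably expressing Vif and C-terminally eYFP-tagged A3G, seeded overnight at 37 deg C, then exposed to compound by pintool overnight at 37 deg C. Rise in yellow fluorescence (Ex 488/Em 500-530, Acumen) marks blocked Vif-driven A3G degradation.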
TrxR1 substrate: is turned over as a substrate by rat TrxR1; actives 0.01% (n = 390,000); O89049; Potency, µM (top dose mostly 114 µM), without a hit: at the top dose activity change, negative = substrate turnover; purified TrxR1 substrate turnover, NADPH consumption readout; further: potency means the concentration at half of the fitted maximal effect; on the % scale 0 is the no-effect control and ±100 the full control effect; nearly all actives have a fitted effect of over 50% in size
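Rat TrxR1, dispensed at 90 nM, was prereduced with 400 uM NADPH (final) for 5 min at ~22 deg C, then incubated with compound 15 min before 400 uM selenite. A first-read NADPH fluorescence drop versus no-compound background flagged substrates.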
LDHA block: LDHA (human) enzyme inhibition; actives 0.15% (n = 480,000); activity change, % (values are at about 110 or 230 µM); P00338; purified LDHA, NADH/diaphorase-resazurin fluorescence; hits give low values; in the data active means activity change below about -30%; inconclusive means mostly about -25% to -30%;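 further: plate controls were DMSO wells for no effect and wells without enzyme for full effect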
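Enzyme activity of human lactate dehydrogenase 5 (2 nM; 0.06 mM NADH, 0.2 mM pyruvate, 5 min, RT) is measured via a resazurin/diaphorase fluorescence readout of residual NADH.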
rTrxR1 inhibitor: inhibitors of rat thioredoxin reductase 1; O89049; Potency, µM (doses to about 114 µM), inactives show at the top dose activity change, negative = inhibition, usual class: inhibitors; actives 1% (n = 390,000); recombinant rTrxR1, NADPH fluorescence consumption, selenite substrate; further: potency means the concentration at half of the fitted maximal effect; on the % scale 0 is the no-effect control and ±100 the full control effect; nearly all actives have a fitted effect of over 65% in size
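Rat TrxR1 (90 nM in the dispensed reagent) was pre-reduced with 400 uM NADPH for 5 min at room temperature, then incubated with compound for 15 min. After 400 uM selenite was added, NADPH fluorescence (Ex 340/Em 450 nm) was followed for 8 min.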
Active calls of the source: *; ? = inconclusive; nt = no result given; & = joins results of further samples; [ ] = another dose, or the depositor's remark. Unless noted, the call rests on the fitted dose curve; in most records, active means well fitted curve in the direction sought with a large enough effect; inconclusive means small, poorly fitted or top-dose-only effect, or another doubt; inactive means no such curve, though single readings can be large; an effect the other way counts as inactive or inconclusive. An excerpt; rates above refer to the full screens.

SMILES	USP1 inh	Vif-APOBEC3F blk	RGS4 inh	Glioma ERSR ind	IDH1 R132H inh	Vif-APOBEC3G blk	TrxR1 substrate	LDHA block	rTrxR1 inhibitor
COc1ccc(-c2cc(C(=O)Nc3cccc(Cl)c3)no2)cc1	-23%	-6%	23%	6%	-1%	3%	-1%	-4	2%
Cc1cc(C)c(CSc2nnc(C)n3c2cc2occc23)c(C)c1	-22%	-3%	-9%	-5%	-2%	0%	-2%	4	21%
Cc1cc(-n2ccnc(NCCc3ccc(S(N)(=O)=O)cc3)c2=O)ccc1Br	-24%	-6%	-6%	-1%	-4%	0%	0%[57.1 µM]	-9	7%[57.1 µM]
NS(=O)(=O)c1ccc(CCNC(=O)C2CCCN2C(=O)c2cccs2)cc1 (stereo unspecified)	3%	-1%	nt	-3%	0%	0%	nt	-13	nt
COCC(C)NCc1ccccc1C (stereo unspecified)	-26%	0%	11%	-3%	2%	-5%	14%[57.1 µM]	-16	11%[57.1 µM]
CC(=O)Nc1ccc(C(=O)COC(=O)C2CC2C)c(F)c1 (stereo unspecified)	-11%	-8%	3%	0%	-9%	3%	-3%[57.1 µM]	0	3%[57.1 µM]
Cn1nccc1C(=O)N1CCN(S(=O)(=O)c2ccc(Br)s2)CC1	-16%	-5%	-20%	0%	11%	-1%	-3%	-6	10%
CCOC(=O)C1C(=O)C(=O)N(Cc2ccccc2)C1C(=O)OCC (stereo unspecified)	-9%	-5%	-7%	1%	-3%	-1%	-5%	0	11%

(continued)
SMILES	USP1 inh	Vif-APOBEC3F blk	RGS4 inh	Glioma ERSR ind	IDH1 R132H inh	Vif-APOBEC3G blk	TrxR1 substrate	LDHA block	rTrxR1 inhibitor
CC(=O)c1ccccc1OCC(O)CN1CCN(CCN2C(=O)c3cccc4cccc(c34)C2=O)CC1 (stereo unspecified)	0%	-1%	-15%	-5%	0%	2%	5%[57.1 µM]	-4	16%[57.1 µM]
Cc1nc2cccnc2n1-c1cccc(C(=O)N2CCN(c3cccc(Cl)c3)CC2)c1	-7%	-2%	6%	2%	0%	1%	2%	1	12%
CC(C)(C)c1ccc(-c2nc(C#N)c(NCCCn3ccnc3)o2)cc1	2%	-13%	12%	0%	2%	-7%	27%[11.4 µM]	2&-8	1%[11.4 µM]
CC(=O)Oc1ccccc1C(=O)Oc1ccc(/C=N/n2cnnc2)cc1	-9%	3%	-27%	-3%	6%	-1%	6%	1	15%
Cc1cc2nnc(SCC(=O)NCc3ccco3)n2c2ccccc12	-21%	-7%	-8%	-2%	0%	?	6%	-4	11%
O=C1CS/C(=N\N=C\c2ccco2)N1c1ccccc1	-3%	15%	-12%	4%	-12%	-4%	-15%	-7	?
COc1ccc(CCC(=O)Nc2nc3c(s2)CN(C)CC3)cc1OC	-11%	-3%	-9%	-2%	6%	3%	-4%[57.1 µM]	-2	5%[57.1 µM]
O=C(NCCCn1ccnc1)c1ccc(NS(=O)(=O)c2ccc(Cl)c(Cl)c2)cc1	-15%	-6%	-6%	4%	-9%	2%	-3%	-2	48%[57.1 µM]

Results in Vif-APOBEC3F blk, for some of the entries so far:
compound	Vif-APOBEC3F blk
NS(=O)(=O)c1ccc(CCNC(=O)C2CCCN2C(=O)c2cccs2)cc1 (stereo unspecified)	-1%
COc1ccc(-c2cc(C(=O)Nc3cccc(Cl)c3)no2)cc1	-6%

Next section
SMILES	USP1 inh	Vif-APOBEC3F blk	RGS4 inh	Glioma ERSR ind	IDH1 R132H inh	Vif-APOBEC3G blk	TrxR1 substrate	LDHA block	rTrxR1 inhibitor
COCCNc1oc(/C=C/c2ccc(F)cc2)nc1C#N	-22%	nt	17%	nt	nt	nt	877%[activator]	-2	?
O=C(c1cccc(S(=O)(=O)NCCOc2ccccc2)c1)N1CCN(c2ncccn2)CC1	-6%	0%	-13%	-2%	1%	0%	-4%	-5	7%
Cc1cccc(OCC(=O)N/N=C\c2cn(C)c3ccccc23)c1	-16%	-4%	-5%	-1%	18%	-11%	5%[11.4 µM]	-2	24%[11.4 µM]
COc1ccc(OC)c(/C=N\NC(=O)c2cc3c(ccc4ccccc43)o2)c1	?	5%	-15%	-3%	2%	2%	545%[activator]	1	69%[activator]
CSc1ncnc2c1cnn2-c1ccc(C)cc1C	-13%	12%	-15%	4%	5%	2%	1%[57.1 µM]	-1	15%[57.1 µM]
NC1=NC(c2ccc(Br)cc2)n2c(nc3ccccc32)N1 (stereo unspecified)	-15%&-11%	7%&0%	12%&3%	10%&-3%	-1%&2%	0%&-13%	1%	-8&-3	6%
COc1cc(NC(=O)COc2ccc3c(C)cc(=O)oc3c2C)cc(OC)c1OC	-16%	-3%	-4%	-1%	0%	2%	32%[activator]	1&-10	34%
CC(C)[C@H](NC(=O)C1CC(=O)N(c2ccc3c(c2)OCCO3)C1)C(=O)NC1CCCC1 (stereo partly specified)	-17%	-1%	2%	-1%	-6%	0%	5%	-2	19%

Next results:
SMILES	USP1 inh	Vif-APOBEC3F blk	RGS4 inh	Glioma ERSR ind	IDH1 R132H inh	Vif-APOBEC3G blk	TrxR1 substrate	LDHA block	rTrxR1 inhibitor
OCCC1CN(CC2CCCCC2)CCN1C1CCCC1 (stereo unspecified)	-5%	-13%	29%	-2%	-9%	3%	3%	-8	26%
CC(/C=C/c1ccccc1)=N\NC(=O)Cn1cncn1	-20%	-10%	-9%	-2%	0%	-5%	-6%	-1	-1%
O=C(c1ccco1)N1N=C(c2ccc(Cl)cc2)CC1(O)C(F)(F)F (stereo unspecified)	-23%	?	-7%	-1%	1%	-2%	-4%[57.1 µM]	-6	-1%[57.1 µM]
CCCN1C(=S)c2ccccc2C1c1ccccc1 (stereo unspecified)	-23%	0%	-21%	-1%	15%	-1%	0%	-3	8%
Nc1ccn(C2OC(CCl)C(O)C2O)c(=O)n1 (stereo unspecified)	-29%	-8%	nt	-3%	7%	4%	nt	-1	nt
Cc1ccc(S(=O)(=O)N(c2nc(N(C)C)nc(N(C)C)n2)n2cnnc2)cc1	-9%	-4%	-13%	-1%	3%	-1%	8%	0	19%
COc1ccccc1NC(=O)c1ccc(S(=O)(=O)N2CCOCC2)cc1	-19%	-2%	-12%	-3%	3%	-2%	-2%	-3	5%
COc1ccc(C)cc1NC(=S)N1CCN(c2ncccn2)CC1	-5%	-1%	-2%	1%	0%	-5%	6%	-11	3%[57.1 µM]

In the list so far, these have an aryl thioether with sulfur outside any ring:
SMILES	USP1 inh	Vif-APOBEC3F blk	RGS4 inh	Glioma ERSR ind	IDH1 R132H inh	Vif-APOBEC3G blk	TrxR1 substrate	LDHA block	rTrxR1 inhibitor
Cc1cc(C)c(CSc2nnc(C)n3c2cc2occc23)c(C)c1	-22%	-3%	-9%	-5%	-2%	0%	-2%	4	21%
Cc1cc2nnc(SCC(=O)NCc3ccco3)n2c2ccccc12	-21%	-7%	-8%	-2%	0%	?	6%	-4	11%
CSc1ncnc2c1cnn2-c1ccc(C)cc1C	-13%	12%	-15%	4%	5%	2%	1%[57.1 µM]	-1	15%[57.1 µM]

(listing goes on)
SMILES	USP1 inh	Vif-APOBEC3F blk	RGS4 inh	Glioma ERSR ind	IDH1 R132H inh	Vif-APOBEC3G blk	TrxR1 substrate	LDHA block	rTrxR1 inhibitor
O=c1c([N+](=O)[O-])c(NC2CCCCC2)c2ccccc2n1-c1ccccc1	-10%	4%	-11%	-2%	16%	-1%	-11%	3	2%
COc1cccc(NC(=O)N(C)C[C@H]2Oc3cc(C#Cc4ccncc4)ccc3S(=O)(=O)N([C@H](C)CO)C[C@H]2C)c1	-24%	-14%	nt	-7%	13%	-16%	nt	4	nt
COc1cccc(NC(=O)c2c(-c3ccc(C)cc3)nnc3ccccc23)c1	4%	-2%	-29%	2%	14%	0%	0%[57.1 µM]	8	4%[57.1 µM]
O=C(CCC(=O)c1ccc(Cl)cc1)OCc1nc2ccsc2c(=O)[nH]1	-1%	1%	0%	-5%	-3%	-5%	5%[57.1 µM]	-4	8%[57.1 µM]
CCOC(=O)c1nc(NCc2cccc(OC)c2)c2ccccc2n1	-12%	1%	5%	-3%	4%	1%	-3%	-4&-4	25%
CCOc1ccc(CN2CCN(Cc3cccc4nonc34)CC2CCO)cc1 (stereo unspecified)	-1%	-23%	5%	0%	-8%	1%	2%[57.1 µM]	-10	1%[57.1 µM]

From PubChem
